Source: PubChem BioAssay (National Center for Advancing Translational Sciences (NCATS))
LDHA block – inhibitors of human lactate dehydrogenase A; hit rate 0.15% among 480,000; purified LDHA, NADH/diaphorase-resazurin fluorescence; active compounds read low; P00338; activity change, % (values are at about 110 or 230 µM); in the data active = activity change below about -30%; inconclusive = mostly about -25% to -30%;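 also: plate controls were DMSO wells for no effect and wells without enzyme for full effect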
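Resorufin fluorescence (ex540/em590), read at 0 and 20 min after diaphorase/resazurin addition, reports the NADH left after a 5 min room-temperature reaction of 2 nM human LDH5 with 0.06 mM NADH and 0.2 mM pyruvate.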
ALOX12 inh – blocks human arachidonate 12S-lipoxygenase. purified 12hLO, xylenol orange hydroperoxide absorbance. hit rate 1.1% among 580,000. P18054. Potency, µM (highest dose often 108 µM), without a hit: at the top dose activity change, negative = inhibition, hits mostly inhibitors; active = well fitted inhibition curve with a large enough effect; inconclusive = small, poorly fitted or top-dose-only effect, or another doubt; inactive = no such curve, though single readings can be large or run the other way; also: potency is read from the fitted curve at half-maximal effect
Target sequence (P18054 whole entry, looked up): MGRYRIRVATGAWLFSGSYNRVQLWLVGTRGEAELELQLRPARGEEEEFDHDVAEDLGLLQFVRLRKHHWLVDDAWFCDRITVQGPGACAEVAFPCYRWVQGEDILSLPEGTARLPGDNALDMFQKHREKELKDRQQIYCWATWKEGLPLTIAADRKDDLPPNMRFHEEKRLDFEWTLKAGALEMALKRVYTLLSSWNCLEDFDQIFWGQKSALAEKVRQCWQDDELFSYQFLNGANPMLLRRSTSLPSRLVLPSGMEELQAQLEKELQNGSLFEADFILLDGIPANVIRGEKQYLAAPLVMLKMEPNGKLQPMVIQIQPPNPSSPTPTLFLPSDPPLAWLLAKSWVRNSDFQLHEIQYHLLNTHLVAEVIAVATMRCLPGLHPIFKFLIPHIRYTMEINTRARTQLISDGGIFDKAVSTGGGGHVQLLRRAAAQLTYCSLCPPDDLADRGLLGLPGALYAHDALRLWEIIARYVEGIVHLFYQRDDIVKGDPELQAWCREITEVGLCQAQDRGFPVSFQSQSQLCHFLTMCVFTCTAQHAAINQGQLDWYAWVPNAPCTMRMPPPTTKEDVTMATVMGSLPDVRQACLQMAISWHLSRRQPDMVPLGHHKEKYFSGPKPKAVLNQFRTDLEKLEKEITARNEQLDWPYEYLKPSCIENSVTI
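Purified human 12hLO (150 nM final) in 25 mM Hepes, 0.01% Triton X-100, pH 7.0 was preincubated 15 min at room temperature with compound. Then 40 uM arachidonic acid was added, 30 min. Hydroperoxide was read by Fe-XO absorbance ratio 573/405 nm.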
* hit, by the source's call; ? = inconclusive; [ ] = dose if it differs, or a comment. Unless noted, % is scaled to controls: 0 for no effect and ±100 for the full control effect. Some of the compounds tested. The share of hits here may be higher or lower than overall.

ALOX12 inh,LDHA block,molecule
-23%,3,Cc1ccc(OC(=O)C(C)Oc2ccc(Cl)cc2Cl)c(C)c1 (configuration not stated)
-4%,-5,O=c1[nH]c(=O)n(-c2ccc(F)cc2)c2c1CN(C1CCCCC1)CN2
-28%,-4,COC(=O)[C@]12CCCCC=C1N(Cc1ccc(Cl)cc1Cl)C(=O)[C@H](CC(=O)NCc1cccs1)C2
4%,-6,CCOc1ccc(-c2cc(C(=O)NC3CCCC3)c3ccccc3n2)cc1
?,5,Cc1csc(NC(=O)CCc2ncc(-c3c(F)cccc3F)o2)n1
-1%,-4,COC(=O)COc1nc(CC(C)C)c2c(c1C#N)CCCC2
?,1,Cn1nc(C(=O)Nc2nc(-c3ccc[nH]3)cs2)c2ccccc2c1=O
6%,-2,CCOC(=O)C1CCCN(C(=O)Cn2ncn3nc(-c4cccs4)cc3c2=O)C1 (configuration not stated)
-2%,-4,Cc1cc(C)n(CCc2nc3cc(NC(=O)COc4ccc(Cl)cc4)ccc3n2C)n1
26%,-8,CC(=O)Nc1cccc(Nc2cnccn2)c1
19%,-6,COc1ccccc1-c1nc(C#N)c(N2CCN(C(=O)c3ccccc3)CC2)o1
-17%,8,N#Cc1nc(-c2ccc(S(=O)(=O)N3CCCCCC3)cc2)oc1N1CCOCC1
?,-10,O=C(COc1cccc(-n2cnnn2)c1)N1CCN(S(=O)(=O)c2ccccc2F)CC1
12%,5,N#C/C(=C\c1ccc(OC(=O)c2ccc(Cl)cc2)cc1)C(=O)Nc1ccccc1C(F)(F)F
?,3,Cc1nc2ccccc2nc1SCC(=O)NC(C)c1cccc2ccccc12 (configuration not stated)

Six records drawn at random from the list so far:
ALOX12 inh,LDHA block,molecule
26%,-8,CC(=O)Nc1cccc(Nc2cnccn2)c1
?,1,Cn1nc(C(=O)Nc2nc(-c3ccc[nH]3)cs2)c2ccccc2c1=O
12%,5,N#C/C(=C\c1ccc(OC(=O)c2ccc(Cl)cc2)cc1)C(=O)Nc1ccccc1C(F)(F)F
?,-10,O=C(COc1cccc(-n2cnnn2)c1)N1CCN(S(=O)(=O)c2ccccc2F)CC1
6%,-2,CCOC(=O)C1CCCN(C(=O)Cn2ncn3nc(-c4cccs4)cc3c2=O)C1 (configuration not stated)
-28%,-4,COC(=O)[C@]12CCCCC=C1N(Cc1ccc(Cl)cc1Cl)C(=O)[C@H](CC(=O)NCc1cccs1)C2

(more compounds)
ALOX12 inh,LDHA block,molecule
-9%,-5,Cn1ccc2c(-c3cncc4ccccc34)cc3c(c21)C1CCC3C1 (configuration not stated)
-7%,-12,CC(C)c1ccc(-c2csc(NC(=O)Cn3ncc4ccccc4c3=O)n2)cc1
3%,1,COC(=O)c1ccc(OC(=O)C2(c3ccccc3)CCC2)cc1
-27%,8,CCCCOc1ccc(NC(=O)c2ccc(Cl)cc2)c2cccnc12
3%,-1,O=C(O)c1ccc(Cl)c(NC(=O)c2ccc(Cl)s2)c1
?,6,CCOC(=O)c1sc(NC(=O)Nc2ccc(Cl)c(Cl)c2)nc1C
?,0,CCCCCCn1nc(C(=O)OCC(=O)NCc2ccccc2F)c2ccccc2c1=O
-19%,4,CCc1nn(-c2ccccc2)c2c1CN(C(=O)NCC(=O)OC)C(c1ccc(F)cc1)c1cccn1-2 (configuration not stated)
?,-11,CCOC1=C2CN(S(=O)(=O)c3ccc(C)cc3)[C@H](c3ccc(CC)cc3)C[C@@H]2N(S(=O)(=O)c2ccc(C)cc2)[C@H](c2ccccc2)C1
-30%,3,O=S1(=O)CC(N2CCN(CCO)CC2)CN1C1CCCC1 (configuration not stated)
41%,-24,Cc1ccccc1OCc1nc(C#N)c(N2CCOCC2)o1
11µM*,-3,NNc1cccc(S(=O)(=O)c2cccc(NN)c2)c1
?,2,Cc1ccc2[nH]c(=O)c(C3=NN(C(=O)c4cccs4)C(c4ccco4)C3)c(-c3ccccc3)c2c1 (configuration not stated)
5%,6,Cc1ccc(/C=C(/C#N)c2nc3ccccc3[nH]2)cc1
?,7,O=C(c1ccc(Cl)cc1Cl)N(CCS(=O)(=O)N1CCCC1)Cc1cccnc1
4%,1,CCCCC(=O)N(C)c1c(CC)nc2c(OCCOc3ccc(F)cc3)cccn12
?,-5,Cc1ccc(C(CNC(=O)c2sc3ccccc3c2Cl)N2CCCC2)o1 (configuration not stated)
?,1,Cc1ccc(-c2csc(Nc3ccccc3C)n2)cc1
6%,2,COc1ccc(/C=C/c2nc3ccccc3o2)c(OC)c1OC
-30%,0,COc1cc(NC(=O)c2cc(=O)c3cc(C)ccc3o2)cc(OC)c1OC
-2%,-1,CC(C(=O)NC(C)(C)C)N(c1ccc(F)cc1)S(C)(=O)=O (configuration not stated)
1%,0,Cc1cc(=O)oc2cc(OCC(=O)Nc3ccc(C(N)=O)cc3)ccc12
-58%,6,O=S(=O)(NCc1ccc(N2CCOCC2)nc1)c1ccc(Cl)cc1C(F)(F)F
-11%,8,CC(C)c1nnc(NC(=O)C(Oc2ccccc2)c2ccccc2)s1 (configuration not stated)
-23%,5,CCOc1ccccc1C(=O)NCCN1CCC(n2c(=O)[nH]c3ccccc32)CC1
-5%,-5,O=C(NCc1ccccc1)C1C(c2ccc3c(c2)OCO3)=Nc2ccccc2N1C(=O)c1ccccc1 (configuration not stated)
-28%,3,CCCn1c(C)cc(C(=O)COC(=O)c2cc(C)nc3ccccc23)c1C
?,-3,C=CCNC(=O)CNC(=O)NCc1ccc(F)cc1
-14%,2,COC(=O)C(NC=O)C(O)(c1ccc(OC)cc1)C(F)(F)F (configuration not stated)
-17%,-8,COC(=O)C[C@@H]1CC[C@H](NS(=O)(=O)c2ccccc2F)[C@@H](CO)O1
-18%,-2,CCOc1ccc(NC(=O)c2nc3ccccc3nc2N2CCOCC2)cc1
?,-7,CC(=O)OC[C@@H]1CN(Cc2cccc(C(F)(F)F)c2)C[C@H](n2cnc3c(NCc4ccco4)ncnc32)O1
?,-1,Cc1ccc(NC(=S)NCc2ccc(Cl)cc2)cc1
?,3,COc1cc(/C=N/O)c(Br)cc1OCc1ccccc1
0%,2,COc1cccc(-c2oc3c(c2C#CCCO)C(O)CCC3)c1 (configuration not stated)
30%,9,Cc1cccc(NC(=O)c2cc3cc(Cl)ccc3nc2C)c1
2%,-2,Cc1oc2cc(OC(=O)c3ccc(S(C)(=O)=O)cc3)ccc2c(=O)c1-c1ccccc1
0%,-15,Cn1c(CCN2CCCCC2)nc2cc(NC(=O)c3ccccc3Cl)ccc21
2%,1,Cn1c(=O)c2c(nc(Oc3ccccc3)n2Cc2ccc(F)cc2)n(C)c1=O
?,-9,Cc1cc(C(=O)CN2CCN(CC(=O)Nc3ccc(F)cc3)CC2)c(C)n1CCc1cccs1
41%[activator],5,COc1ccccc1CNC(=O)CCC(=O)N1CCSc2nc(C)cc(C)c21
?,3,O=C(NCCN1CCC(n2c(=O)[nH]c3ccccc32)CC1)c1cc(F)cc(F)c1
-2%,-4,CC(=O)NNC(=S)Nc1cccc(C(F)(F)F)c1
-14%,-2,CC(C)(C)N(Cc1ccccc1)C(=O)Cn1nc(C(=O)O)c2ccccc2c1=O
-3%,2,O=C(c1cc(-c2cccs2)on1)N1CCCC1c1ccccc1F (configuration not stated)

Structures shown so far with a CF3 group, in the order listed:
ALOX12 inh,LDHA block,molecule
12%,5,N#C/C(=C\c1ccc(OC(=O)c2ccc(Cl)cc2)cc1)C(=O)Nc1ccccc1C(F)(F)F
-58%,6,O=S(=O)(NCc1ccc(N2CCOCC2)nc1)c1ccc(Cl)cc1C(F)(F)F
-14%,2,COC(=O)C(NC=O)C(O)(c1ccc(OC)cc1)C(F)(F)F (configuration not stated)
?,-7,CC(=O)OC[C@@H]1CN(Cc2cccc(C(F)(F)F)c2)C[C@H](n2cnc3c(NCc4ccco4)ncnc32)O1
-2%,-4,CC(=O)NNC(=S)Nc1cccc(C(F)(F)F)c1

Next structures
ALOX12 inh,LDHA block,molecule
3%,5,Cc1ccc(-c2nc(C#N)c(NCCN3CCOCC3)o2)cc1
-7%,-2,COc1cc(CNC(=O)c2cc3cccc(OC)c3oc2=O)ccc1OC(F)F
-4%,6,CCCCC(CC)C(=O)Nc1ccc(C)cc1Br (configuration not stated)
-34%,0,COc1cccc(CNCc2cccs2)c1OCc1ccccc1
?,-10,COc1ccc(-c2csc(C(O)c3ccc(F)c(F)c3)n2)cc1 (configuration not stated)
-10%,2,CC/C=C(/C)C(=O)N(C)Cc1ccsc1
?,0,CC(C)(C)c1[nH]c2ccc(Br)cc2c1C=O
9%,-1,O=C(CSc1nc(Nc2ccccc2)c2ccccc2n1)NC1CC1
0%,-5,CCC(c1nnnn1-c1ccc2c(c1)OCCO2)N1CCN(CCN2CCOCC2)CC1 (configuration not stated)
-5%,0,Cc1ccc2[nH]c(C(=O)NC(C)c3ccccc3)cc2c1 (configuration not stated)
54%,-1,O=C(Nc1cccc(C(F)(F)F)c1)C1C(c2ccccc2)=C1c1ccccc1
?,8,S=C(Nc1ccn(C23CC4CC(CC(C4)C2)C3)n1)NC1CCCC1
13%,-23,COc1cccc(C(=O)OCc2cc3ccccc3[nH]c2=O)c1
26%,8,COc1ccc(Oc2coc3cc(OC(=O)c4cccc(Cl)c4)ccc3c2=O)cc1
52%[activator],-1,CCCCc1ccc(C(=O)NCc2ccccn2)cc1
-14%,-8,Cc1ccc(C(=O)N2CCc3ccc(NC(=O)Nc4ccc(C)c(F)c4)cc32)cc1
?,3,CC(C)(C)c1ccc(C(=O)N2CCC(=O)N([C@H](COCc3ccccc3)Cc3ccccc3)CC2)cc1
?,2,CCOC(=O)C1=C(c2ccccc2)OC(=C(C(F)(F)F)C(F)(F)F)S1
-37%,1,O=S(=O)(c1ccc(F)cc1)N1CCN(c2nnnn2-c2ccccc2)CC1
57%[activator],17,CCOC(=O)c1c(C)n(CC(=O)OC)c2ccc(OC)cc12
-32%,1,CCc1cccc(OCc2ccc(C(N)=O)cc2)c1
-16%,6,COc1c(Br)cc(F)cc1NC(=O)Cc1coc2cc(C)c(C)cc12
?,-19,CC(C)CCNC(=O)NC(=O)CSc1nc2ccccc2c(=O)n1C1CC1
-3%,-5,Cc1ccccc1C(=O)N1CCC1(C)C(=O)NC(C)C (configuration not stated)
-3%,-3,CC(O)(c1cccnc1)c1nc(-c2cccc(C#N)c2)cs1 (configuration not stated)
2%,3,Cc1nn(C)c(C)c1NC(=O)C(C)OC(=O)c1ccc2c(c1)NC(=O)CS2 (configuration not stated)
3%,2,COC(=O)[C@@]12C[C@@H](CC(=O)NCc3cccc4ccccc34)C(=O)N(Cc3cccc4ccccc34)C1=CCC(C)(C)C2
-69%,-1,Cc1cccc(N(CC(O)Cn2cnc3ccccc32)S(=O)(=O)c2ccccc2)c1 (configuration not stated)
?,8,CCCCN(Cc1ccccc1)c1ccc(NS(=O)(=O)c2c(C)cc(C)cc2C)cc1C(=O)O
?,4,COc1ccc(-c2nc3c(s2)CN(C(C(=O)O)c2c[nH]c4cc(F)ccc24)CC3)cc1 (configuration not stated)
0%,1,Cc1ccc2nc(-c3ccc(C#N)cc3)c(Cc3ccccc3)n2c1
-44%,-3,O=C(NCCNc1ncccn1)Nc1ccc2c(c1)Cc1ccccc1-2
-78%,-3,C=CCSc1nc2c(c(=O)[nH]c(=O)n2C)n1Cc1cccc(C)c1
-2%,-3,Cc1cccc(C)c1C(O)c1ncc(-c2ccccc2Cl)[nH]1 (configuration not stated)
-27%,-23,N#Cc1ccc(CNc2ccc(F)c(F)c2F)cc1
10%,2,COc1ccc(Br)cc1C1N2CC3(C(C)C)CN1CC(C(C)C)(C2)C3=O (configuration not stated)
6%,8,Cc1cc(C(=O)Nc2ccc(Br)cn2)no1
?,2,CCOC(=O)[C@]12CCCC=C1N(Cc1ccco1)C(=O)[C@H](CC(=O)NCCCCc1ccccc1)C2
-24%,-3,CCN1C(=O)NC(c2ccccc2OC(F)F)C(C(=O)OC)=C1C (configuration not stated)
11%,-10,O=C1C2CC3CC1CC(C(=O)O)(C3)C2
-27%,1,O=S(=O)(c1ccccc1Cl)N1CCn2cccc2C1c1ccccc1F (configuration not stated)
-2%,-1,COc1ccc(/C=C/C(=O)c2ccc(C(C)(C)C)cc2)c(OC)c1OC
-9%,-2,Cn1nc(C(=O)OCC(=O)C(C)(C)C)c2ccccc2c1=O
-28%,-2,O=C(NCc1ccccc1)C1c2ccccc2OCC(=O)N1CCc1c[nH]c2ccccc12 (configuration not stated)
-17%,0,CC1CCCCc2nc3c(c(=O)n21)CCCC3 (configuration not stated)
-1%,-4,COC(=O)c1sc(NC(=O)[C@@H](NC(=O)c2ccc(F)cc2)C(C)C)nc1C
-10%,-3,Cc1nnc(SCC(=O)c2c[nH]c(C(=O)N3CCCC3)c2)n1C1CCCCC1

Reformatted with values under each structure: 2 of the compounds above.
Each structure is followed by: ALOX12 inh	LDHA block
> C=CCNC(=O)CNC(=O)NCc1ccc(F)cc1
    ?	-3
> COC(=O)C(NC=O)C(O)(c1ccc(OC)cc1)C(F)(F)F (configuration not stated)
    -14%	2
